Compound activity (PubChem BioAssay)
HMGR II inh – blocks class II HMG-CoA reductase of Enterococcus faecalis; hit rate 0.41% among 190,000; inhibition, % at 10 µM; purified E. faecalis HMGR, NADPH absorbance 340 nm kinetic;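 active = inhibition above a set limit, the median over all tested compounds plus 3 SD, cut at about 9.5% in these data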;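 also: enzyme runs in reverse so mevalonate oxidation gives rising NADPH absorbance; 0% = complete reaction with DMSO and 100% = background rate lacking mevalonate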
TNAP inh noacc – inhibitors of human TNAP without phosphate acceptor. hit rate 0.26% among 200,000. purified TNAP, CDP-star luminescence, 30 min. inhibition, % at 20 µM;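 active = tissue-nonspecific alkaline phosphatase inhibition above about 50% at 20 µM in the single-dose screen, limit read from the data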;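 also: 0% = DMSO negative control and 100% = EDTA positive control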
Hsp70 activator – transcriptional activators of Hsp70 | HeLa Hsp70 promoter luciferase reporter, luminescence; scaled: vehicle 0, proteasome-inhibitor control 100% | activation, % at 10 µM | hit rate 0.04% among 200,000 | AID 1203;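 active = activation above the mean across all tested compounds plus 3 SD, cutoff set per campaign, cut at about 5.5% in these data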;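 also: 100% = MG132 at 30 µM as the positive control and 0% = DMSO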
S1P3 antagonist – antagonists of human S1P3 receptor; Q99500; CHO S1P3 NFAT-BLA reporter, FRET fluorescence, antagonist mode; inhibition, % at 4.98 µM; hit rate 0.27% among 170,000;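 active = inhibition above the plate cutoff, the mean inhibition of test wells on that plate plus 3 SD, cut at about 28% in these data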;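 also: cells challenged with S1P at its EC80 of 0.8 µM; blue over green emission ratio from cleaved BLA substrate after 4 h stimulation; 0% = S1P-stimulated wells and 100% = unstimulated DMSO-only wells; some compounds past the cut are filed as inactive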
Target sequence (Q99500 whole entry, looked up): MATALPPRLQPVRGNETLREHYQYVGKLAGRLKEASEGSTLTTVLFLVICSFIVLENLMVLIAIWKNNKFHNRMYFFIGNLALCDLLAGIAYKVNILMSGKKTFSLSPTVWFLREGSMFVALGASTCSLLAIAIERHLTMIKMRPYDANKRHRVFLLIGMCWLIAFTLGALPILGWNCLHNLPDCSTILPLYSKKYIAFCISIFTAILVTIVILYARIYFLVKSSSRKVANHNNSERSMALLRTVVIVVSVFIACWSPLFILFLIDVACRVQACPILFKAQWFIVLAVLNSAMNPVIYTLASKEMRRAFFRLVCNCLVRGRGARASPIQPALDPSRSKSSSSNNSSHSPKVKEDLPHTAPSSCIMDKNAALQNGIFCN
TNAP inh hiacc – TNAP (human) inhibition, high acceptor. P05186. inhibition, % at 20 µM. hit rate 0.03% among 200,000. AID 1135. purified TNAP, CDP-star luminescence, 1 M DEA;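 active = over 50% inhibition of tissue-nonspecific alkaline phosphatase at 20 µM in the single-dose screen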;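 also: plate controls were DMSO wells for no effect and EDTA-quenched wells as full inhibition for full effect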
Lmaj promast – inhibitors of Leishmania major promastigote growth; Leishmania major promastigotes, resazurin fluorescence viability; inhibition, % at 10 µM; hit rate 9% among 200,000; in the data active = inhibition above about 50%;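 also: promastigotes grown with compound for 44 hours at 28 °C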
DTT redox prof – compounds producing H2O2 with reducing agent – biochemical, NIH compound library profiling, artefact control for MLSCN library redox annotation, primary screen; AID 878; hit rate 0.03% among 200,000; DTT-dependent redox cycling H2O2, phenol red/HRP absorbance; 100% = 100 µM peroxide control, 0% = buffer; activation, % at 10 µM;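 active = activation of at least 50% relative to the plate's high and low controls in the primary single-dose screen; inactive = activation below 50%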;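 also: compound incubated with DTT at 0.8 mM final as the reducing agent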
RAM network inh – yeast RAM network inhibition | S. cerevisiae dse1pr::URA3 reporter, 5-FOA growth OD615, 2 d; analog-sensitive cbk1-as2 kinase mutant strain | inhibition, % at 50 µM | hit rate 1.8% among 190,000 | AID 868;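 active = inhibition above a set limit, 3 SD over mean compound inhibition, cut at about 8.4% in these data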;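 also: 0% = DMSO-only wells with no growth and 100% = 10 µM 1-NA-PP1 full growth; inhibition rescues growth on 5-FOA so higher OD means more RAM inhibition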
PMI act hi M6P – increases human PMI activity with near-saturating mannose 6-phosphate | P34949 | coupled PMI enzyme assay, resazurin fluorescence, 20 min; active compounds read high; 1 = untreated enzyme, 0 = substrate-free blank | hit rate 0.34% among 190,000 | activation factor at 20 µM;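 active = activation factor of 2 or more at 20 µM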
Target sequence (P34949 whole entry, looked up): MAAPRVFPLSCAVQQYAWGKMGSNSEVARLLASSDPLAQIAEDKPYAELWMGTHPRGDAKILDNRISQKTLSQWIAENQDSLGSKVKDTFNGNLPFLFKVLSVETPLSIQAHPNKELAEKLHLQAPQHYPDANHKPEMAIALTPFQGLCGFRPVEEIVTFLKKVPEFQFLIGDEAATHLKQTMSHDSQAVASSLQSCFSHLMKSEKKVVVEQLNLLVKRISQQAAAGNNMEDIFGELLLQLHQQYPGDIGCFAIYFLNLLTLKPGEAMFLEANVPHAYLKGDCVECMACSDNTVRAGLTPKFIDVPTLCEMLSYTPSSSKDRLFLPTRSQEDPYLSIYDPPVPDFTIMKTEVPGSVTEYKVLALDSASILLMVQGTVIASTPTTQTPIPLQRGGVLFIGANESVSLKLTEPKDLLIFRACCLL
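Material: human phosphomannose isomerase with PGI, G6PDH, diaphorase coupling enzymes / Reagent: Man-6-P substrate 1.0 mM / Dosing: single compound dose of 20 µM, 1% DMSO final / Incubation: enzyme reaction with compound 20 min at room temperature / Signal: resorufin fluorescence (Ex 544/Em 590 nm) from resazurin via diaphorase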
PMI activator – activators of human phosphomannose isomerase | purified human PMI, coupled resazurin fluorescence, 20 min; active compounds read high; 1 = vehicle control, 0 substrate-free wells | P34949 | hit rate 0.005% among 190,000 | activation factor at 20 µM;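 active = activation factor of 2 or more at 20 µM, relative to plate controls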
Numbers without * were called inactive; . = not tested or not shown.

SMILES	HMGR II inh	TNAP inh noacc	Hsp70 activator	S1P3 antagonist	TNAP inh hiacc	Lmaj promast	DTT redox prof	RAM network inh	PMI act hi M6P	PMI activator
Cc1[nH]n(-c2ccccc2)c(=S)c1C=Nc1ccc([N+](=O)[O-])cc1	-1	4	-0.4	-13	-1	-5	-0.1	0.0	0.7	0.3
O=C(NCN1CCN(c2ccccc2F)CC1)c1ccccc1	1	-15	0.4	-8	-3	-5	-0.1	2.1	1.1	1.1
CCOC(=O)c1c(NC(=O)CSc2nnc(N)s2)sc(C)c1-c1ccc(C)cc1	0	-10	-0.2	0	1	5	0.8	1.9	0.9	0.9
CC(C)C(=O)Nc1ccccc1C(=O)N/N=C/c1ccc([N+](=O)[O-])cc1	0	5	0.1	.	0	52*	-8.2	4.2	1	1.2
Cc1nnc(SCCC(=O)Nc2nc(-c3ccccc3)ns2)s1	0	-2	0.0	.	-5	-6	1.7	0.6	0.9	0.9
COc1ccc(-c2csc3ncnc(NCCN4CCOCC4)c23)cc1	-1	-14	-0.3	-8	-9	-1	2.2	5.0	1	1
COc1ccc2oc(=O)c(C(=O)N3CCN(c4ccccc4F)CC3)cc2c1	7	-9	0.2	12	-2	-3	-2.9	2.5	1	0.9
CC1=NN(c2ccccc2)C(=O)/C1=C\c1ccc(Br)s1	-4	-2	-0.4	0	-3	54*	-0.5	2.8	0.8	0.9
CCOC(=O)Cc1csc(NC(=O)c2ccc3c(c2)OCO3)n1	0	-17	-0.2	-1	-7	5	0.5	0.5	1	1
COc1ccc(S(=O)(=O)N2CCOC2CNC(=O)C(=O)NCCc2ccc(OC)c(OC)c2)cc1C (stereo unspecified)	4	-12	-0.3	14	-2	-3	-0.3	3.9	0.5	0.7
Cn1c(SCC(=O)N2CCCCC2)nc2c([nH]c3ccccc32)c1=O	-9	-16	-0.4	-21	-9	27	-1.6	5.0	0.9	0.9
Nc1ccc2c(c1)Cc1cc([N+](=O)[O-])ccc1-2	-1	-1	-0.4	52*	15	1	7.0	3.4	1.1	1.2
COc1ccc(-c2csc(N(CC3CCCO3)C(=O)c3ccco3)n2)cc1 (stereo unspecified)	-15	-4	-0.6	8	1	-2	0.2	0.7	0.8	0.8
Cc1ccc(CSCC(=O)NCc2ccco2)cc1	-6	-9	-0.1	-4	-2	-5	-0.4	-0.9	0.9	0.9
COc1cccc(C(=O)CN(C(=O)c2ccc(Cl)c(Cl)c2)N2C(=O)c3ccccc3C2=O)c1	-2	-8	0.2	.	-3	-7	-6.4	5.7	0.9	0.9
Cc1ccc(-c2nc(CN(CC3CCC3)CC3CCCO3)c(C)o2)s1 (stereo unspecified)	-4	-4	-0.1	12	-5	38	-0.8	1.2	0.9	1
Cn1ccnc1/C(=N\NC(=O)c1ccccc1)c1cccc([N+](=O)[O-])c1	-3	-13	-0.2	0	-4	9	-0.3	1.2	1	1
COCCCn1nnnc1SCC(=O)Nc1ccc2c(c1)OCCO2	1	-15	-0.1	-7	-9	-1	-1.2	1.1	1	1
O=C(NCc1ccc(F)cc1)c1cccc2c1C(=O)N(Cc1cccnc1)C2	-3	-17	-0.4	10	-4	1	-0.2	3.2	1	1.1
CCc1c(C)sc(NC(=O)c2cc(-c3ccc(O)cc3)on2)c1C#N	-5	-9	-0.3	.	-7	9	-0.9	6.8	1	1
COCCn1c(=S)[nH]c2ccc(N(C)C)cc2c1=O	1	-8	0.1	7	0	1	0.6	1.1	1	1.1
CN(C)CCCNCCCNC(=O)/C(=N\O)c1ccccn1	-1	-6	-0.6	-20	0	-4	1.7	-0.1	1	1
Cc1ccccc1-c1nnnn1C1CCS(=O)(=O)C1 (stereo unspecified)	0	-4	0.1	6	0	-5	-0.3	-0.5	0.9	0.9
CCOC(=O)N1CCC(Nc2c(NCCN3CCN(c4cccc(Cl)c4)CC3)c(=O)c2=O)CC1	-5	-18	-0.3	4	-9	-6	-1.0	3.3	0.9	1
CCC(C)(C)n1nnnc1C(c1cc2cc3c(cc2[nH]c1=O)OCO3)N1CCN(C)CC1 (stereo unspecified)	-8	-6	0.0	-21	-4	-6	-0.5	1.2	0.9	0.9
Following part.
SMILES	HMGR II inh	TNAP inh noacc	Hsp70 activator	S1P3 antagonist	TNAP inh hiacc	Lmaj promast	DTT redox prof	RAM network inh	PMI act hi M6P	PMI activator
CCCn1c(SCC(=O)NCCc2ccc(OC)c(OC)c2)nc2c1c(=O)n(C)c(=O)n2C	-2	-14	-0.3	8	-8	6	0.1	-0.1	1	1
COc1ccccc1N(C)S(=O)(=O)c1ccc(Cl)c(C(=O)NC2=NCCS2)c1	-4	-4	-0.3	0	0	57*	-0.1	-0.7	0.9	0.8
O=C(Nc1cccc(CCc2ccccn2)c1)c1cc(F)c(F)cc1Cl	2	-7	-0.2	5	3	-10	-0.2	1.3	0.9	0.9
COc1ccc(CN(C(=O)CSc2nnc(-c3ccccc3F)o2)c2ccc(F)cc2)cc1	-5	0	-0.2	-8	2	11	2.4	0.4	0.9	0.8
Cc1ccccc1CSc1nnc(NC(=O)Cc2cccs2)s1	3	-29	-0.3	-6	-1	-7	1.0	2.6	1	0.9
Cc1nnc(NC(=O)CSc2nnc(-c3ccc(S(=O)(=O)N4CCCC4)cc3)n2C)s1	0	-7	-0.1	-7	-2	-8	-0.2	3.2	1.1	1
O=C1NC(c2ccco2)Nc2ccccc21 (stereo unspecified)	-4	-14	-0.2	-15	-3	0	1.0	0.4	0.8	0.8
O=C(CSc1nnc(-c2cccnc2)n1Cc1ccccc1)N1CCOCC1	-5	-12	-0.3	17	-5	-3	0.9	0.0	1.1	1.1
COc1ccccc1NC(=O)Cn1c(CCC(=O)O)ccc1-c1ccccc1	3	-15	-0.4	-1	-3	-6	-0.2	3.8	1	1
Clc1ccc(CSc2ccc(-c3ccco3)nn2)cc1	-3	-10	-0.3	-6	-4	4	-0.4	3.1	1.2	1.1
O=C(NC1CCCC1)C(c1cc2c(cc1[N+](=O)[O-])OCO2)N1CCCC1 (stereo unspecified)	-3	-10	-0.3	-17	3	32	-3.2	-0.4	0.8	0.9
O=C(Nc1ccccc1)NC1CCN(CCCN2C(=O)c3ccccc3C2=O)CC1	-5	-11	0.0	.	-5	-1	-0.2	1.2	0.9	0.9
COc1ccc(OC)c(C2NC(=O)c3sc(=S)n(-c4ccccc4)c3N2)c1 (stereo unspecified)	-5	-6	-0.3	.	-1	1	0.6	0.8	1.8	1.4
CCCCCN(C(=O)NC(=O)Nn1cnnc1)S(C)(=O)=O	2	-8	-0.4	-3	-4	-8	1.4	1.4	0.9	0.9
CCCCCCN(C(=O)CCCCCN1C(=O)NC(c2ccc(-c3ccccc3)cc2)C(C(=O)OCc2ccccc2)=C1C)C(C(=O)NCCCC)c1ccc(OCC(=O)OC)cc1 (stereo unspecified)	-3	-10	-0.1	-14	-4	-6	7.0	13*	0.9	0.9
COc1cccc(CN2CCN(C(=O)c3cccc4ccccc34)CC2)c1OC	1	-6	-0.2	16	3	9	0.5	0.2	0.9	0.8
COc1ccc(C2NC(=S)N3C(c4ccc(OC)cc4)NC(=S)N23)cc1 (stereo unspecified)	-3	-19	0.1	.	-1	0	0.4	1.1	0.9	0.6
Cc1csc(NC(=O)CCn2c(=O)sc3ccccc32)n1	-1	-4	-0.3	-6	-4	8	1.5	1.2	1	1
O=C(NCc1cccnc1)Nc1ccc(F)cc1F	1	-10	0.0	19	-5	-4	0.8	-1.3	1.1	1.1
O=C(CN(C(=O)c1cccc([N+](=O)[O-])c1)C1CCCCC1)Nc1ccc(Cl)c([N+](=O)[O-])c1	0	-5	-0.3	1	-5	70*	0.1	2.0	1	1
CC(C(=O)Nc1ccc2c(c1)OCO2)c1ccc([N+](=O)[O-])cc1 (stereo unspecified)	1	-7	0.0	2	-1	7	0.1	2.5	0.9	1
CCOC(=O)c1c(NC(=O)CSc2nnc(C)c(=O)[nH]2)sc2c1CCC2	-4	-9	-0.1	-13	-3	-10	-0.9	5.4	0.9	0.9
Cc1ccc(N2C(=O)N(CC(=O)Nc3ccc(C)c(C)c3[N+](=O)[O-])C(=O)C2C)cc1 (stereo unspecified)	-2	-4	-0.2	-14	-7	0	-0.5	3.4	1	1
O=C(CSc1nc2ccccc2c(=O)n1-c1ccccc1)N1CCc2ccccc2C1	4	-16	-0.4	-3	6	15	-0.2	1.6	0.9	0.8
CC(C)NC(=O)COc1ccc2c(c1)C(=O)CC(C)(C)O2	0	-3	0.1	-10	-3	-4	0.1	-0.1	1.1	1.2
Remaining list, next part.
SMILES	HMGR II inh	TNAP inh noacc	Hsp70 activator	S1P3 antagonist	TNAP inh hiacc	Lmaj promast	DTT redox prof	RAM network inh	PMI act hi M6P	PMI activator
CNC(=O)c1nc(C)n(-c2cc(Cl)ccc2Cl)n1	-1	-9	-0.4	.	-8	-7	-5.5	-1.4	1	1
CC(=NCCc1c(C)[nH]c2ccc(OCc3ccccc3)cc12)C1=C(O)CC(c2ccccc2)CC1=O (stereo unspecified)	13*	-15	-0.4	-31	-8	24	0.3	6.4	0.9	0.9
CC1=CCC2C(=O)N(c3cc(C)on3)C(=O)C2C1 (stereo unspecified)	2	-11	-0.2	.	-3	-6	0.5	1.2	1	1.1
CCCOc1ccc(C(C)=O)cc1CC(C(N)=O)C(N)=O	0	-12	-0.1	.	-6	0	0.3	-0.7	1	1
COc1ccc(C2(C(=O)NC(C)C)CCCC2)cc1OC	1	-4	0.1	-14	-1	0	1.5	1.3	0.9	0.9
O=C(c1ccccc1Oc1ccc(C(F)(F)F)cc1[N+](=O)[O-])N1CCOCC1	-3	-1	0.1	9	1	0	0.3	-1.3	0.9	0.9
Cc1ccc(C)c(SCC(=O)NC(=O)Nc2ccc3c(c2)OCCO3)c1	-9	-2	-0.1	-8	-4	-4	-0.3	6.4	1	0.9
O=C(CN1C(=O)C(=O)c2ccccc21)NCCc1ccccc1	-11	6	-0.3	-11	-3	-1	-1.1	0.6	0.9	1.1
COc1ccccc1N1CCN(C2=NS(=O)(=O)c3ccccc32)CC1	-3	-8	-0.2	-42	-1	0	1.0	1.1	1	1
O=C(COC(=O)Cc1ccccc1F)Nc1cccc(F)c1	-4	-4	-0.1	-12	0	-4	0.8	1.0	0.9	1
OC1=C(O)c2nc3ccccc3nc21	-8	-11	-0.2	.	-5	-3	-6.7	-1.1	1	1
O=C(C1CCC1)N1CCc2cc(S(=O)(=O)NCc3cccnc3)ccc21	2	-12	-0.2	7	-7	1	-3.2	0.4	1.1	1.1
Cc1[nH]c2ccccc2c1C(=O)C(=O)NCC1CCCO1 (stereo unspecified)	2	-11	-0.4	53*	-4	-4	-1.3	-0.6	1.2	1.1

Not a hit list; overall some 12% were active at least once.
